Screens: PubChem, University of Kansas High Throughput Screening Laboratory
mHTT CaM bind: mutant huntingtin-calmodulin interaction inhibitors – biochemical, AlphaScreen, primary screen; P42858; AlphaScreen His-mHTT/GST-CaM binding, luminescence; inhibition, % at 15 µM; 3.6% of 190,000 active; AID 1671202, 2021;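 also: 0% = both proteins with DMSO and 100% = one protein alone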
Pf apPOL inh: Pf-apPOL inhibitors, biochemical, fluorescence | inhibition, % at 10 µM | Recombinant Pf-apPOL, molecular beacon fluorescence, 1.5 h | Plasmodium falciparum apicoplast DNA polymerase (apPOL) | 0.25% of 210,000 active
The depositor's hits bear a star; x = no result given; & = joins results of further samples. Rule as the data show it: active = inhibition above about 50%; inactive = the rest.

SMILES	mHTT CaM bind	Pf apPOL inh
CC1=C(C(=O)Nc2ccccn2)C(c2ccc(Cl)cc2)C2=C(CC(C)(C)CC2=O)N1 (stereo unspecified)	4	-3
O=c1ccc(-c2cccnc2)nn1CCNS(=O)(=O)c1ccc2c(c1)OCCO2	-16	-6
O=C1C2C3C=CC(C3)C2C(=O)N1Cc1ccc(CN2C(=O)C3C4C=CC(C4)C3C2=O)cc1 (stereo unspecified)	1	-2
Cc1ccc(C)n1-c1nc(C(=O)N(C)C)cs1	4	-3
CC1CC(C)CN(c2cc(NCCCC(=O)O)c3c4c(onc24)-c2ccccc2C3=O)C1 (stereo unspecified)	65*	0
CC(C)(C)NC(=O)C1CC(=O)N(Cc2cc(C(F)(F)F)cc(C(F)(F)F)c2)C1 (stereo unspecified)	34	-5
O=c1c(NCCc2ccc(Cl)cc2)nc2ccncc2n1Cc1ccccc1	-12	7
Cc1ccc(Cn2cc(CN(C(C)(C)C)S(=O)(=O)c3ccc(F)cc3Br)nn2)cc1	-2	-3
CCC(=O)NCCc1csc(C2CCCN(C(=O)c3ccoc3)C2)n1 (stereo unspecified)	-4	-6
COc1cccc(C2C3=C(Nc4c2c(=O)[nH]c(=O)n4C)c2ccccc2C3=O)c1OC (stereo unspecified)	26	-7
COc1cc(OC)c(NC(=O)N2CCCC(C)(C(=O)NCc3ccccc3)C2)cc1Cl (stereo unspecified)	12	1
CCOc1ccc(NS(=O)(=O)c2ccc([N+](=O)[O-])cc2)cc1	5	-13

Given with bars between the fields: entries from further up
structure | mHTT CaM bind | Pf apPOL inh
O=c1ccc(-c2cccnc2)nn1CCNS(=O)(=O)c1ccc2c(c1)OCCO2 | -16 | -6
Cc1ccc(C)n1-c1nc(C(=O)N(C)C)cs1 | 4 | -3
CC1=C(C(=O)Nc2ccccn2)C(c2ccc(Cl)cc2)C2=C(CC(C)(C)CC2=O)N1 (stereo unspecified) | 4 | -3
Cc1ccc(Cn2cc(CN(C(C)(C)C)S(=O)(=O)c3ccc(F)cc3Br)nn2)cc1 | -2 | -3

Following part.
SMILES	mHTT CaM bind	Pf apPOL inh
Cc1ccccc1C(=O)Nc1scc(CC(C)C)c1C(=O)O	-3	0
COc1ccc(C(=O)N2CCC(c3nc(C(=O)N4CCCC4)c(C)o3)CC2)cc1	0	-4
COC(=O)C1CCN(Cc2cc(=O)oc3c(C)c(O)ccc23)CC1	5	-2
COc1ccc(NC(=O)c2cc3ccccc3o2)cc1	-5&-4	1&0
CC1=C(C(=O)NCCN2CCCCCC2)C2(CCCCC2)OC1=O	-2	6
O=C(Cn1cnc([N+](=O)[O-])n1)NC1CCCC1	-7	-2
COCCC1CCN(C(=O)c2ccc(C#N)cc2)CC1	-7	-4
Cc1ccc(N2CCN(C(=O)C3CC3)C(C)C2=O)cc1Cl (stereo unspecified)	5	-2
Cc1ccnc(N2CCC(C(=O)Nc3ccccc3Cl)CC2)n1	-1	-1
COc1cc(C(CCN2CCOCC2)c2c(OC)cc(OC)c3c(C)cc(=O)oc23)cc(OC)c1OC (stereo unspecified)	28	-12
N#Cc1cnc2ccc(F)cc2c1N1CCC(C(=O)NCc2ccc(F)cc2)CC1	6	3
Cc1c(Cl)cccc1N1CCN(C(=O)C2CCCC2)C(C)C1=O (stereo unspecified)	2	-7

Copied from the list:
mHTT CaM bind with Cc1ccc(N2CCN(C(=O)C3CC3)C(C)C2=O)cc1Cl (stereo unspecified) reads 5
mHTT CaM bind with COCCC1CCN(C(=O)c2ccc(C#N)cc2)CC1 reads -7
mHTT CaM bind with COc1cc(C(CCN2CCOCC2)c2c(OC)cc(OC)c3c(C)cc(=O)oc23)cc(OC)c1OC (stereo unspecified) reads 28
mHTT CaM bind with COc1ccc(C(=O)N2CCC(c3nc(C(=O)N4CCCC4)c(C)o3)CC2)cc1 reads 0

The list continues.
SMILES	mHTT CaM bind	Pf apPOL inh
Cn1c(=O)n(C)c2cc(/C=C3\C(=O)NN(c4cccc(Br)c4)C3=O)ccc21	0	0
Cc1cccc(C2CC(c3ccc(Cl)cc3)Nc3nnnn32)c1 (stereo unspecified)	18	4
COCCn1c(C2CCN(C(=O)Nc3cccc(C)c3C)C2)nc2cccnc21 (stereo unspecified)	1	-1
O=C(CCN1CCOCC1)NCC1OCCc2ccccc21 (stereo unspecified)	4	2
COc1cc(C(=O)Oc2cc(C)c3c(c2)OC(=Cc2cccnc2)C3=O)cc(OC)c1OC	-2	-4
CC[C@H]1C(c2cccc(C)c2)=NN(c2ccccc2)[C@@H]1CO	-9	-8
O=C1c2ccccc2C(=O)N1c1nc2nccc(-c3ccccc3)n2n1	4&-2	-2&0
Cc1cc(NC(=O)Cn2nc(N(C)C)c3ccccc3c2=O)ccc1Br	47	2
CC1CCCN(CC2CCN(S(=O)(=O)c3ccc4c(c3)CCC4)CC2)C1 (stereo unspecified)	-5	-5
Brc1ccc2nc3c(n2c1)CCCC3	1&-6	2
Cc1ccc(COc2ccc(/C=C3\SC(=O)N(CC(=O)N4CCOCC4)C3=O)cc2)cc1	1	2
CC(C)(C)c1ccc(-c2nc3n(c(=O)c2C#N)CCS3)cc1	7	-6

Sorted by SMILES length (rising): some entries from above.
SMILES	mHTT CaM bind	Pf apPOL inh
Brc1ccc2nc3c(n2c1)CCCC3	1&-6	2
O=C(CCN1CCOCC1)NCC1OCCc2ccccc21 (stereo unspecified)	4	2
Cc1cc(NC(=O)Cn2nc(N(C)C)c3ccccc3c2=O)ccc1Br	47	2
CC[C@H]1C(c2cccc(C)c2)=NN(c2ccccc2)[C@@H]1CO	-9	-8
CC1CCCN(CC2CCN(S(=O)(=O)c3ccc4c(c3)CCC4)CC2)C1 (stereo unspecified)	-5	-5
Cn1c(=O)n(C)c2cc(/C=C3\C(=O)NN(c4cccc(Br)c4)C3=O)ccc21	0	0
COc1cc(C(=O)Oc2cc(C)c3c(c2)OC(=Cc2cccnc2)C3=O)cc(OC)c1OC	-2	-4

A section taken from the entries so far:
SMILES	mHTT CaM bind	Pf apPOL inh
CC1=C(C(=O)Nc2ccccn2)C(c2ccc(Cl)cc2)C2=C(CC(C)(C)CC2=O)N1 (stereo unspecified)	4	-3
O=c1ccc(-c2cccnc2)nn1CCNS(=O)(=O)c1ccc2c(c1)OCCO2	-16	-6
O=C1C2C3C=CC(C3)C2C(=O)N1Cc1ccc(CN2C(=O)C3C4C=CC(C4)C3C2=O)cc1 (stereo unspecified)	1	-2
Cc1ccc(C)n1-c1nc(C(=O)N(C)C)cs1	4	-3
CC1CC(C)CN(c2cc(NCCCC(=O)O)c3c4c(onc24)-c2ccccc2C3=O)C1 (stereo unspecified)	65*	0
CC(C)(C)NC(=O)C1CC(=O)N(Cc2cc(C(F)(F)F)cc(C(F)(F)F)c2)C1 (stereo unspecified)	34	-5

Next records follow:
SMILES	mHTT CaM bind	Pf apPOL inh
Cc1ccc(-c2noc(C3CCCN3S(=O)(=O)c3ccc4c(c3)CCCC4)n2)cc1 (stereo unspecified)	-23	2
CCCCc1ccc(NC(=O)c2cnc3n(c2=O)CCS3)cc1	6	1
CCn1nc(-c2ccc(OC)c(OC)c2)c2c(=O)n(C)c(=O)[nH]c21	4	9
CCOc1ccccc1Oc1c(C)oc2cc(OC(=O)C3CC3)ccc2c1=O	2	4
COc1cc(/C=C2\C(=O)NC(=O)N(c3ccc(C)cc3)C2=O)cc(Cl)c1O	4	1
Cc1c(NC(=O)CN2C(=O)c3cccc([N+](=O)[O-])c3C2=O)c(=O)n(-c2ccccc2)n1C	3	-1
O=C(Nc1cccc(N=Cc2ccccc2O)c1)c1ccco1	24	-2
Cc1ccc(S(=O)(=O)C2(C(=O)N3CCCCC3)CC2)cc1	2	-9
N#CC1=C(N)N(c2ccc(Br)cc2)C2=C(C(=O)CCC2)C1c1cccnc1 (stereo unspecified)	2	-4
O=C(NCCN1CCOCC1)c1cc(Sc2ccccc2C(F)(F)F)nc2ccccc12	8	-15
COc1ccc(Nc2n[nH]nc2C(=O)Nc2cccc(SC)c2)cc1	50*	2
CC(=O)Nc1ccccc1NC(=O)Cc1ccccc1[N+](=O)[O-]	1	-1
COc1ccc(CC(=O)N2CCN(c3cccc(Cl)c3)CC2)cc1OC	55*	2
COc1ccc(Cl)cc1C(=O)Nc1nc2ccccc2n1C	37	-2
O=[N+]([O-])c1c(N2CCOCC2)sc(Cl)c1N1CCOCC1	9	5
C=CCC(NCc1ccccc1)c1ccc(OC)cc1 (stereo unspecified)	-18	-3
Cc1ccc(OCC(=O)Nc2sc(C)c(C)c2C(N)=O)c(Br)c1	2	-14
O=C(Nc1ccccc1)N1CCN(Cc2ccccc2)CC1	-8	-1
Cc1ccc(C2NS(=O)(=O)N=C2N)cc1 (stereo unspecified)	0	8
Cc1ccc(S(=O)(=O)Nc2cccc(F)c2)cc1	-7	-1
Cc1ccc(C(=O)N2CCCN(c3nc4c(s3)c(C)nn4-c3ccc(F)cc3)CC2)cc1	16	0
Cc1ccc(F)c(NC2OC(=O)c3ccccc32)c1 (stereo unspecified)	-4	7
Cc1ccc(-c2coc(-c3ccc(NC(=O)c4cccs4)cc3)n2)cc1	17	-2
CC(=O)C1=C(O)C=C2Oc3c(C(C)=O)c(O)c(C)c(O)c3C2(C)C1=O (stereo unspecified)	x	-12
O=C1N[C@@H](Cc2ccccc2)C(=O)N2CCCC12 (stereo partly specified)	-8	-8
COc1cc([N+](=O)[O-])cc2cc(C(=O)Oc3cccc4ncccc34)c(=O)oc12	6	0
Cc1ccc2nc(SCC(=O)Nc3nonc3N)[nH]c2c1	6	-4
Cc1ccc(-n2nc3c(c2NC(=O)c2ccc(OC(C)C)cc2)CS(=O)(=O)C3)c(C)c1	4	-2
CCOc1cc(/C=C2\C(=O)ON=C2C)cc(Cl)c1OCc1ccc(C)cc1	71*	4
O=C(NCCn1ncccc1=O)c1ccc(Cl)cc1Cl	-7	-8
Nc1nc(N2CCCC3CCCCC32)ncc1[N+](=O)[O-] (stereo unspecified)	1	-6
COc1ccc(CN2CCCC2c2c(C)noc2C)cc1OC (stereo unspecified)	-4	-2
COc1ccc2cc(C(=O)N3CCCC(c4nnc(-c5ccccc5F)s4)C3)[nH]c2c1 (stereo unspecified)	-6	-10
N#C/C(=C\c1ccc(F)cc1)c1nn(-c2ccccc2)c(N)c1C#N	13	-4
CC(C)c1noc(COC2CCN(C(=O)c3cnccn3)CC2)n1	-5	-2
Cc1ccccc1CS(=O)(=O)CCC(=O)NC(C)c1ccccc1 (stereo unspecified)	-2	-16
O=C(Nc1nnc(N=Cc2ccco2)s1)c1ccc(-c2ccccc2)cc1	1	0
CCCCOc1ccc(/C=c2\sc3nc(-c4cccnc4)nn3c2=O)cc1OC	12	13
Cc1nn(-c2ccccn2)c2c1C(=O)/C(=C/Nc1ccccc1C(=O)O)CC2	-2	-4
O=C(Nc1nccs1)c1cc2ccccc2oc1=Nc1ccc(F)cc1	-5	-7
CC(C)N1C(=O)c2ccccc2CC1(C)C(=O)NCc1ccccc1 (stereo unspecified)	3	-6
CNC(=O)Nc1cccc(-c2ccc(OC)nn2)c1	-6	6
COc1ccc(-n2ncc3c(NC(C)C)ncnc32)cc1	13	0
Cc1oc(C2CCN(C(=O)c3ccc(C(F)(F)F)cc3)CC2)nc1C(=O)N1CCCCC1	21	2
COc1ccc(/C=C2\C(=O)NC(=O)N(c3ccc(C)cc3)C2=O)cc1I	16	-1
CC(=O)Nc1ccc(S(=O)(=O)N2CC=C(c3cn(C)c4ncccc34)CC2)cc1	20	0
O=C(Cc1ccc(Cl)cc1)N(Cc1ccccc1)c1ccccn1	-3	3
NC(=O)N1c2ccccc2C=Cc2ccccc21	x	2
O=C(Nc1cc(-c2ccccc2)[nH]n1)c1ccc(Cl)cc1	x	-2
CC(C)CSC(SCC(C)C)=C(C#N)C(=O)N1CCCC1	5	-5
CC(C)C(=O)Nc1c2c(nn1-c1ccc(Oc3ccccc3)cc1)CSC2	65*	5
Cc1ccc(C(=O)N2CCC(CCOCc3ccc(F)cc3)CC2)cc1	-8	-5
Cc1[nH]nc2c1C(c1ccc(OCc3ccccc3F)cc1)CC(=O)N2 (stereo unspecified)	2	-6
CCc1ccc(NC(=O)c2noc3c2CCCCC3)cc1	-16	-5
CNC(=O)N1CCCC(c2cccc(C(=O)NCc3cccc(C)c3)c2)C1 (stereo unspecified)	0	-2
CC1=C(C(=O)Nc2ccc(F)cc2)C(c2ccc3c(c2)OCO3)C2=C(CCCC2=O)N1 (stereo unspecified)	-5&1	-1&5
COc1ccc(Br)cc1/C=C1/N=C(c2ccccc2F)OC1=O	13	1
Cc1ccc(C2=Nc3cccnc3N(CC(=O)Nc3c(C)cccc3C)C(=O)C2)cc1	-2	6
O=C(O)c1ccccc1-c1ccc(/C=C/c2cc(C(F)(F)F)[nH]c(=O)n2)o1	3	-5
CCCOc1ccc(-c2noc(C)n2)cc1OC	-11	-4
Next part
SMILES	mHTT CaM bind	Pf apPOL inh
CC(C)(Oc1ccc(Cl)cc1)C(=O)n1nnc2ccccc21	0	1
O=C(CCNS(=O)(=O)c1ccc(Br)s1)N1CCCC1	0	-7
CCOC(=O)c1c(-c2ccc(OC)cc2)oc2ccc(OC(=O)CC)cc12	-23	2
O=C(NCCCN1CCOCC1)C1CCN(S(=O)(=O)N2CCC3(CC2)OCCO3)CC1	3	-12
COc1ccc(SC[C@H](C)CN2CC[C@H](O)CCC2=O)cc1	0	-6
O=S1(=O)[C@H]2C[C@@H]3CC[C@@]2(CN1Cc1cccc(F)c1)O3	-12	-5
O=C(NCc1ccncc1)C(=O)Nc1ccc(F)c(Cl)c1	-10	8
CCOC(=O)c1cnc2nc(C)ccc2c1Nc1ccccc1	7	-9
CCNC(=O)C1Cc2ccc(OC)cc2N2CCN(Cc3ccc(F)cc3)CC12 (stereo unspecified)	42	-5
CCOc1ncccc1CNC(=O)c1ccc(C#N)cc1	-7	-1
Cc1ccc(C(=O)Nc2cc(-c3ccsc3)no2)c(C)c1	-18	-1
N#Cc1c(SCC(=O)Nc2nccs2)sc2c(=O)[nH]c(=O)[nH]c12	-5	x
CCN1c2cc(C)ccc2-n2cccc2C12CCN(C(=O)NCC(=O)OC)CC2	76*	-2
CC1CCCC(NC(=O)C2(C)CCC(=O)N2CCc2ccc(Cl)cc2)C1C (stereo unspecified)	4	-12
